Source: PubChem BioAssay
mHTT-CaM PPI inh = mHTT-calmodulin interaction abrogation | P42858 | AlphaScreen His-mHTT/GST-CaM binding, luminescence | inhibition, % at 15 µM | 190,000 tested, 3.6% active | AID 1671202;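 further: 0% = both proteins with DMSO and 100% = one protein alone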
Target sequence (P42858 whole entry, looked up, stated change not applied): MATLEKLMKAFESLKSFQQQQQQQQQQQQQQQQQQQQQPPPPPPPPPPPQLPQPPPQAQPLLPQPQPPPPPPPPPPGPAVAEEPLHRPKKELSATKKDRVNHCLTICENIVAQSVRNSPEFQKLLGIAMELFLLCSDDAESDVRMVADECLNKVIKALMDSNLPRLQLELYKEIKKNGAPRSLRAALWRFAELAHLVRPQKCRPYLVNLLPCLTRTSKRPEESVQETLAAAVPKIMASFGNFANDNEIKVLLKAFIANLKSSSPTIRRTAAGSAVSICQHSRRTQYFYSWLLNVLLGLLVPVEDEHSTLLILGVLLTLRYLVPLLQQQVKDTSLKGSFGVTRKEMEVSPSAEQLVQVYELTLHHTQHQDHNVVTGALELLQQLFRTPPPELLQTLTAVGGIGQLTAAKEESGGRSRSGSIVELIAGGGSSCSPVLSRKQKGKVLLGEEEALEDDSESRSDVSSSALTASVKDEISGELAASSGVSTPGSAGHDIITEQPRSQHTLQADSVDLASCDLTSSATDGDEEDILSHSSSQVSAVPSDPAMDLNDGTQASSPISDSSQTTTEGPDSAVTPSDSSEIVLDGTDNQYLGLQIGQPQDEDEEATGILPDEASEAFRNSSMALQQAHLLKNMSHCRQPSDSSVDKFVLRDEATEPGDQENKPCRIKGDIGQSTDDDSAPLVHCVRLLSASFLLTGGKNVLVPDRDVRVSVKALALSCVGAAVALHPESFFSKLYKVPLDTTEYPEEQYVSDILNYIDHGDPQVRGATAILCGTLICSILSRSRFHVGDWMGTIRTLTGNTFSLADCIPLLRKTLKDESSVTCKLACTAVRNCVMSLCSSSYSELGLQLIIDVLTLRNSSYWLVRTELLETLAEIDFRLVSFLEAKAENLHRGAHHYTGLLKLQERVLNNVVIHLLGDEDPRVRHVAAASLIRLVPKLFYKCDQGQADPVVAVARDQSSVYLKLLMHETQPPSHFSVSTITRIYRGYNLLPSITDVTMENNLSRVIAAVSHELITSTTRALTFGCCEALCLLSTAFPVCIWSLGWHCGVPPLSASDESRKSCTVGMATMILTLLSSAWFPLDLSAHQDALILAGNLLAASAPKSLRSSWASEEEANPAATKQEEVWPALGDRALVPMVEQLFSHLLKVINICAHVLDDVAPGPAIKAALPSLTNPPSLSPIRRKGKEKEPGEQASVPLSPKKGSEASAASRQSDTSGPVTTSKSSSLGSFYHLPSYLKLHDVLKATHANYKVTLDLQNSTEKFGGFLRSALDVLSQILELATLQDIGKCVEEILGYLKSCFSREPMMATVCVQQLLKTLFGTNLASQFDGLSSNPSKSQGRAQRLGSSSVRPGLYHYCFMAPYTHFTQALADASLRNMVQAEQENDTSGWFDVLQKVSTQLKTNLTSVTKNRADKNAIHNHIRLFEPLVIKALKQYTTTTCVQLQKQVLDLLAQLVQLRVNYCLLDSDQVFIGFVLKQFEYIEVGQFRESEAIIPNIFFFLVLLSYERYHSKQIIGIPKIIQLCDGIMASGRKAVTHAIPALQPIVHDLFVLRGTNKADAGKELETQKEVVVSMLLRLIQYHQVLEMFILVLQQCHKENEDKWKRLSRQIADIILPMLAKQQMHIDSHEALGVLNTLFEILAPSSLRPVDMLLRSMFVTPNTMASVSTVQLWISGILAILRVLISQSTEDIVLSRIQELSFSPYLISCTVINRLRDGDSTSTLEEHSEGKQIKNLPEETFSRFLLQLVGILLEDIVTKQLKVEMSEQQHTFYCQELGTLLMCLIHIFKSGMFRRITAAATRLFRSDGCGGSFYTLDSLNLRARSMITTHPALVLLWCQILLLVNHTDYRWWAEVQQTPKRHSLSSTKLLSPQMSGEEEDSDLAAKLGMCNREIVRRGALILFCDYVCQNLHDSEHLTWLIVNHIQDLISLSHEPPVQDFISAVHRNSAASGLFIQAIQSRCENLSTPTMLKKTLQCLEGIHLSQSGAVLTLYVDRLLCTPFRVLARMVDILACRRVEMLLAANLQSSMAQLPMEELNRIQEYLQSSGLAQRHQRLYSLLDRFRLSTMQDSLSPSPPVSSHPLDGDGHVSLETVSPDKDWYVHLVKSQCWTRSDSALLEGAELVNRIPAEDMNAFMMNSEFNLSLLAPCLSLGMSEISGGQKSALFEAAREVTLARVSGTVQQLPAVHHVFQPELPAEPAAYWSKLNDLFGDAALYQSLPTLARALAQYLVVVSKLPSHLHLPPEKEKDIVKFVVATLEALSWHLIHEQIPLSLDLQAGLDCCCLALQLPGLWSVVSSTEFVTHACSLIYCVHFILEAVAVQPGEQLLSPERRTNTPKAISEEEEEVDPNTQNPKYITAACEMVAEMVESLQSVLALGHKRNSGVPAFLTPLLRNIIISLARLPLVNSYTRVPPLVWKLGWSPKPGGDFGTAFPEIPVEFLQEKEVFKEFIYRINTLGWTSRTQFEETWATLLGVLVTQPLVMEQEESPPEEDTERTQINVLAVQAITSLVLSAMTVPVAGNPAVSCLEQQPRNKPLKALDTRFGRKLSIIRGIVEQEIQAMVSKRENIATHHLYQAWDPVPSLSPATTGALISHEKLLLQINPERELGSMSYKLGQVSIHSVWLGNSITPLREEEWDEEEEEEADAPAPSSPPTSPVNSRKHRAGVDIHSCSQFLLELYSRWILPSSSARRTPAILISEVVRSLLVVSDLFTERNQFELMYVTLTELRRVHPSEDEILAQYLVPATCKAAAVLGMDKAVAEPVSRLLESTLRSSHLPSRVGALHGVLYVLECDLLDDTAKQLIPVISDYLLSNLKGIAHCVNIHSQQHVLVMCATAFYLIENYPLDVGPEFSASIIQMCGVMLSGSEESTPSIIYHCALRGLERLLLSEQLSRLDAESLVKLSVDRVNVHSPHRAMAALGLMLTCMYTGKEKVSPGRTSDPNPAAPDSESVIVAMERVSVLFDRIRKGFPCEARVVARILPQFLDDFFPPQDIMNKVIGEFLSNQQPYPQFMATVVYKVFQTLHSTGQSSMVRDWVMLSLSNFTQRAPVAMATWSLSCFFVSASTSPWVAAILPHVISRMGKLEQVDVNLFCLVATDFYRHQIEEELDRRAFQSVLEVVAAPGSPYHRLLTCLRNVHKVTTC
Pf apPOL block = Pf-apPOL DNA polymerase inhibition; 210,000 tested, 0.25% active; AID 1794808; Recombinant Pf-apPOL, molecular beacon fluorescence, 1.5 h; inhibition, % at 10 µM
An asterisk follows results filed as active; i = inactive; · = not tested or not shown; & = joins results of further samples. No stated cut-off is given here; in the data, active means inhibition above about 50%; inactive means the rest.

SMILES | mHTT-CaM PPI inh | Pf apPOL block
COc1ccc(C(=O)N2CCC(Nc3cccnc3)C2)cc1OC (stereo not given) | 1 | 1
COc1ccc(C2=Cc3ccccc3C(CC(=O)C3CC3)N2c2ccc(-c3cc(OC)c(OC)c(OC)c3)cc2)cc1 (stereo not given) | -23 | -7
COc1ccccc1NC(=O)Nc1nnc(-c2ccccc2C)s1 | 0 | -8
CC(C)C(=O)Nc1ccc(S(=O)(=O)NCC2(c3cccs3)CCCC2)cc1 | -16 | 0
O=C(CN1CCc2ccccc2C1C(=O)N1CCCCC1)NCc1ccc(Cl)cc1 (stereo not given) | 18 | 0
N#C/C(=C\c1cn(Cc2ccccc2F)c2ccccc12)c1nn(CCO)c(N)c1C#N | 44 | -42
COc1cccc(CN2CCCC(c3n[nH]c(C4CC4)n3)C2)c1 (stereo not given) | 33 | 5
Cc1cc(SCC(=O)Nc2cc(C(F)(F)F)cc(C(F)(F)F)c2)nc(=O)[nH]1 | -2 | 6
COc1ccc(OCc2nc3c4c5c(sc4ncn3n2)C(C)(C)NC(C)(C)C5)cc1 | 0 | -4
CC(C)C(=O)Nc1cnc(-c2cccnc2)nc1 | -5 | 0
CCOc1ccc(-c2ccc(SCC(=O)c3ccc(F)cc3)nn2)cc1 | -11 | 4
Cc1nc(C)n2ccn(Cc3ccc(C#N)cc3)c(=O)c12 | 8 | 8
O=C(NC1CC(O)C(CO)C1)C1CC(=O)N(c2ccccc2)C1 (stereo not given) | -2 | -8
O=C1CSC(c2ccccc2Br)N1c1cc(Cl)ccc1O (stereo not given) | 7 | -3
CC(C)(C)c1ccc(NC(=O)NCCN2CCN(S(C)(=O)=O)CC2)cc1 | 2 | -3
CCN(CC)CC(=O)Nc1c2c(nc3ccccc13)CCC2 | -2 | -7
COCC(C)(O)CNC(=O)C(=O)Nc1cccc(F)c1 (stereo not given) | -9 | -1
Cc1ccc(-c2nn(C)c(=O)c3ccccc23)cc1S(=O)(=O)N1CCCCC1 | 12 | -37
C=CCNC(=O)N1CCC(c2nc(C)ccc2C(=O)N2CCCCC2)CC1 | 5 | 2
Cc1nn(C)cc1CN1CCCC(OCc2nc(C3CC3)no2)C1 (stereo not given) | -7 | -3
Cc1ccsc1C(=O)N1CCc2cc(-c3ccno3)ccc21 | -14 | 2
CCOc1ccc(CN2CCCC2c2c(C)noc2C)cc1 (stereo not given) | -17 | -7
CCn1ccc2c(cc(C(=O)Nc3cccc(Cl)c3)n2C)c1=O | 8 | -8
COc1ccc(-n2nc(C(=O)O)c3ccccc3c2=O)c(OC)c1 | 1 | 3
Cc1cccc(NC(=O)N2CCN(Cc3nc4cccnc4n3-c3cccc(F)c3)CC2)c1 | 14 | 4
COc1ccc(C2CC(c3ccc(Cl)cc3)Nc3nc(N)nn32)cc1OC (stereo not given) | 7 | -9
O=C(Nc1ccc(O)c2c(=O)cc(-c3ccccc3Cl)oc12)c1cc(Cl)cc(Cl)c1 | 12 | -2
CS(=O)(=O)N1CCC(C(=O)NCc2cc(-c3ccc4c(c3)OCCO4)on2)CC1 | -15 | -8
Cc1n[nH]c(C)c1C12CC3CC(CC(C3)C1)C2 | -7 | ·
Cc1cc(C)nc(N=C(N)Nc2ccc(N=Nc3ccccc3)cc2)n1 | 16 | -6
CC12CC(NC(=O)N1c1ccc(C(=O)NCc3ccccc3)cc1)c1ccccc1O2 (stereo not given) | 11 | -14
O=C(NCc1cccnc1)C(=O)Nc1ccc(Cl)c(C(F)(F)F)c1 | 9 | 2
CC(C)CC(=O)N1CCc2c(c(-c3nc(-c4ccccc4F)no3)nn2C)C1 | 6 | -1
O=C(Nc1ccccc1SCC(O)Cn1ccc2ccccc21)c1ccc(Cl)cc1 (stereo not given) | · | -2
CC1=C(C(N)=O)C(c2cccc(Br)c2)n2nc(SCc3ccccc3)nc2N1 (stereo not given) | -1 | -2
Cc1cc(Nc2ccc(O)cc2)n2c(nc3ccccc32)c1C#N | 0 | 2
Cc1ccc(N2CCN(CC3CN(C(=O)c4ccoc4)CCO3)CC2)cc1C (stereo not given) | 16 | 3
CCC(=O)c1ccc(OCc2ccccc2)c(OC)c1 | -12 | 8
COc1cccc(OCc2nc(C(=O)N3CCC(C)CC3)cs2)c1 | -6 | 1
O=S(=O)(NN1CCOCC1)c1sc(Cl)cc1Br | · | 5

Single entries from the results shown.
mHTT-CaM PPI inh with `COc1cccc(OCc2nc(C(=O)N3CCC(C)CC3)cs2)c1` = -6
mHTT-CaM PPI inh with `CCn1ccc2c(cc(C(=O)Nc3cccc(Cl)c3)n2C)c1=O` = 8

(more compounds)
SMILES | mHTT-CaM PPI inh | Pf apPOL block
Cc1ccccc1C(=O)Nc1ncc(S(=O)(=O)c2ccc([N+](=O)[O-])cc2)s1 | 1 | 0
Cc1ccc(C)c(NC(=O)COc2cc(C)nc(N3CCCC(C)C3)n2)c1 (stereo not given) | -3 | 1
CN(C)S(=O)(=O)N1CCc2[nH]nc(-c3ccc(F)cc3)c2C1 | -3 | -2
CN1C(=O)c2ccccc2Oc2ccc(NC(=O)c3ccsc3)cc21 | 9 | -3
Cc1cc(I)ccc1NC(=O)c1ccc2c(c1)OCCO2 | -8 | 1
N#CC1=C(N)Oc2[nH]c(=O)[nH]c(=O)c2C1c1ccc(F)cc1 (stereo not given) | 0 | -3
Cc1cccc(C2CCc3nc(C(=O)NC(C)C)cn3C2)c1 (stereo not given) | 6 | -5
O=C(c1ccccc1Cl)N1CC2CN(S(=O)(=O)c3cccc(F)c3)CC(C1)O2 | -9 | -6
CC(=O)c1cccc(N/C=C/[N+](=O)[O-])c1 | 27 | 10
Cc1ccc(/C=N/NC(=O)C(=O)NC(C)C)o1 | i | ·
COc1ccccc1C1=NOC(C(=O)NCc2ccco2)C1 (stereo not given) | 5 | -3
O=S(=O)(c1cccs1)N1CCN(Cc2nc(-c3ccco3)cs2)CC1 | 11 | 5
CS(=O)(=O)N(Cc1ccccc1Cl)c1ccc(C(=O)N2CCCCC2)cc1 | 6 | -5
CN(C)c1ccc(CNC(=O)c2cc3n(n2)CCCN(Cc2ccc(F)cc2)C3=O)cc1 | 14 | 22
Cc1ccc(OCCNCCO)c(Br)c1 | -8 | -4
Cc1ccc(N(C)C(=O)c2ccc3c(c2)N(S(C)(=O)=O)CC3)cc1 | 10 | 5
Cc1ccccc1Cn1cc(SCC(=O)Nc2nccs2)c2ccccc21 | 2 | -5
CC(=NNS(=O)(=O)c1ccc(Cl)cc1)c1cc(-c2ccccc2)no1 | · | -15&-9
O=C(c1ccncc1)N1CCC2(CC1)NC(=O)N(Cc1ccccc1Cl)C2=O | 5 | 1
CCc1cc2c(=O)c(-c3ccc(F)cc3)coc2cc1O | 2 | -9
COc1ccc(C)cc1N(CC(=O)Nc1cccnc1)S(C)(=O)=O | -3 | -1
CCn1cnnc1C1CCCN(Cc2cn[nH]c2-c2cccs2)C1 (stereo not given) | 8 | -7
CCCS(=O)(=O)c1c(S(=O)(=O)CCC)c2c(N)cccn2c1C(=O)c1ccc(C)cc1 | 24 | -1
CC(C)NC(=O)N(C)Cc1ccoc1 | 8 | 4
CN1CN=C2SC3(COC(c4ccncc4)OC3)C(=O)N2C1 (stereo not given) | -3 | -2
c1ccc(-n2ncc3c(NCC4CCCO4)nnnc32)cc1 (stereo not given) | -10 | -2
O=C(NCCCn1ccnc1)C1CC(c2cccc(Br)c2)=NO1 (stereo not given) | 2 | -1
COC(=O)CCN(Cc1ccccc1)S(=O)(=O)c1ccccc1Br | -29 | -7
O=C(c1ccccc1Cl)N1CCC(N2CCN(Cc3ccc(F)cc3)C2=O)CC1 | 22 | 0
COCCNC(=O)c1cc(Cl)ccc1OC | -5 | 6
COc1ccc(C2CCCN2C(=O)c2c(Cl)cnn2C)cc1 (stereo not given) | -3 | -3
COc1ccc([N+](=O)[O-])cc1N=Cc1ccc(Br)cc1 | -2 | 1
CS(=O)(=O)N1CCC(C(=O)N2CCN(c3ccc(-n4ccnc4)nn3)CC2)CC1 | -7 | 0
c1ccc(Nc2nc(-c3cccs3)cs2)nc1 | 27 | -4
O=C(NC1CCCCC1)N1CCC(CCNS(=O)(=O)c2cccs2)CC1 | 2 | -11
O=C(NCc1cccs1)O[C@H]1CC[C@@]23CCCN2C(=O)CCC[C@H]3C1 | -12 | -4
Cc1cc(=O)n(C)c(SCc2cccc(C(F)(F)F)c2)n1 | -17 | -6
OC1COC(Nc2ccc(OC(F)(F)Cl)cc2)C(O)C1O (stereo not given) | 0 | -4
O=C(O)C1CC=CCC1C(=O)Nc1ccccc1 (stereo not given) | -5 | 0
COc1ccc2oc(=O)c(-c3csc(-c4ccc(Br)cc4)n3)cc2c1 | -6 | -1

A draw from above in order of molar mass, descending:
SMILES | mHTT-CaM PPI inh | Pf apPOL block
CCCS(=O)(=O)c1c(S(=O)(=O)CCC)c2c(N)cccn2c1C(=O)c1ccc(C)cc1 | 24 | -1
CS(=O)(=O)N1CCC(C(=O)N2CCN(c3ccc(-n4ccnc4)nn3)CC2)CC1 | -7 | 0
COc1ccc2oc(=O)c(-c3csc(-c4ccc(Br)cc4)n3)cc2c1 | -6 | -1
COC(=O)CCN(Cc1ccccc1)S(=O)(=O)c1ccccc1Br | -29 | -7
O=C(NC1CCCCC1)N1CCC(CCNS(=O)(=O)c2cccs2)CC1 | 2 | -11
O=C(NCCCn1ccnc1)C1CC(c2cccc(Br)c2)=NO1 (stereo not given) | 2 | -1
O=C(NCc1cccs1)O[C@H]1CC[C@@]23CCCN2C(=O)CCC[C@H]3C1 | -12 | -4
COc1ccc(C)cc1N(CC(=O)Nc1cccnc1)S(C)(=O)=O | -3 | -1
CCn1cnnc1C1CCCN(Cc2cn[nH]c2-c2cccs2)C1 (stereo not given) | 8 | -7
COc1ccc([N+](=O)[O-])cc1N=Cc1ccc(Br)cc1 | -2 | 1
OC1COC(Nc2ccc(OC(F)(F)Cl)cc2)C(O)C1O (stereo not given) | 0 | -4
COc1ccc(C2CCCN2C(=O)c2c(Cl)cnn2C)cc1 (stereo not given) | -3 | -3
Cc1cc(=O)n(C)c(SCc2cccc(C(F)(F)F)c2)n1 | -17 | -6
c1ccc(-n2ncc3c(NCC4CCCO4)nnnc32)cc1 (stereo not given) | -10 | -2
CCc1cc2c(=O)c(-c3ccc(F)cc3)coc2cc1O | 2 | -9
O=C(O)C1CC=CCC1C(=O)Nc1ccccc1 (stereo not given) | -5 | 0
COCCNC(=O)c1cc(Cl)ccc1OC | -5 | 6
CC(C)NC(=O)N(C)Cc1ccoc1 | 8 | 4

Next structures follow.
SMILES | mHTT-CaM PPI inh | Pf apPOL block
O=S(=O)(Cc1ccccc1)c1ccc(Cl)cc1 | -3 | -2
COCCCNC1=NCCNC12CCN(S(=O)(=O)c1ccccc1C)CC2 | -4 | 2
Cc1ccccc1NC(=O)C(NS(=O)(=O)c1cccs1)C(C)C (stereo not given) | -6 | -1
CCN(CC)CCNS(=O)(=O)c1c(C)c(C)cc2nsnc12 | -4 | -1
CCC(CC)C(=O)Nc1onc2c1CC(C)CC2 (stereo not given) | -11 | -1
CCOc1cccc2c1OC1(CCC(C)CC1)N1N=C(c3ccco3)CC21 (stereo not given) | 25 | -17
O=C(Nc1ccc(F)c(F)c1)c1ccc(F)c(S(=O)(=O)N2CCOCC2)c1 | -2 | 31
O=C(Cc1ccc(F)cc1)NCc1ccncc1 | -2 | 2
O=C(Nc1cccc2nsnc12)C1CCN(c2ccc(-c3ccc(F)cc3)nn2)CC1 | -6 | -6
COc1cc(CN2CCCCC2)ccc1O | -8 | -5
COc1cc(OC)c2c(C3N=C(N)Nc4nc5ccccc5n43)cn(C)c2c1 (stereo not given) | 15 | ·
CCC(=O)N1CCc2sc(S(=O)(=O)Nc3ccccc3)cc2C1 | 9 | 0
CCc1ccc(NC(=O)c2cc3cc4ccc(OC)cc4nc3o2)cc1 | -3 | 2
COc1ccc(-c2nc3n(n2)C(c2ccc4c(c2)OCO4)C2=C(CCCC2=O)N3)cc1OC (stereo not given) | 22 | -2
O=C(COc1ccc(Cl)cc1)Nc1ccc2c(c1)OCO2 | -3 | -6
O=C(O)c1ccc(Br)c(S(=O)(=O)Nc2ccc(NC(=O)c3ccccc3)cc2)c1 | -5 | -3
O=C(c1cc(F)c(F)cc1Br)N1CCN(c2ccc([N+](=O)[O-])cc2F)CC1 | -2 | 2
N/C(=N\OC(=O)c1ccccc1F)c1ccc(Cl)cc1 | i | 8
CC(C)C(CO)NCC12CC3CC(CC(C3)C1)C2 (stereo not given) | -2 | 16
Cc1oc(C2CCN(C(=O)c3ccc4c(c3)OCO4)CC2)nc1C(=O)N1CCSCC1 | 1 | 0
Cc1ccccc1CNC(=O)c1ccc2c(c1)NC(=O)C1CCCCN21 (stereo not given) | -2 | 1
CC(C)S(=O)(=O)c1ccc(CC(=O)N2CCC(Cn3cnc4ccccc43)CC2)cc1 | -5 | 1
Nc1nnc(/C=C/c2ccccc2)s1 | -4 | 3
Cc1cc(C(=O)Nc2nc3ccc(S(C)(=O)=O)cc3s2)ccc1[N+](=O)[O-] | 13 | 7
O=C(COc1cccc(Cl)c1)N1CC2CC(NS(=O)(=O)c3cccs3)C1C2 (stereo not given) | 7 | -6
COCc1cc(C)nc(SCC(=O)c2ccc(Cl)cc2Cl)c1C#N | -47 | -4
Cc1ccc(CC(=O)N2CCCCC2c2nncn2CC2CC2)cc1 (stereo not given) | -3 | -1
COc1ccc(OC)c(NC(=O)C(=O)O)c1 | 8 | 2
c1ccc(C(c2ccccc2)c2ccn[nH]2)cc1 | · | -8
CC1CCN(Cc2csc(N3CCN(C(=O)c4ccc(F)cc4)CC3)n2)CC1 | -3 | -2
COc1ccc(C2N(C(=O)CN3CCCC3)CCN2S(=O)(=O)c2ccccc2)cc1 (stereo not given) | 0 | 3
COC(CNC(=O)c1cnn2c(C)c(Cc3ccccc3F)c(C)nc12)OC | 3 | -29
O=C(O)C1CC(O)CN1S(=O)(=O)c1cccc2nsnc12 (stereo not given) | -11 | -4
Cc1cc(C(=O)Nc2cccnc2)ccc1[N+](=O)[O-] | -2 | -1
COc1cc(NC(=O)c2cc(OC)c(OC)c(OC)c2)c2ncccc2c1 | 21 | -4
COc1cc([N+](=O)[O-])ccc1NC(=O)c1cccc(Br)c1 | -16&1 | 1&-10
CCC1(C)Nc2ccccc2C(=O)N1c1ccc(OC)cc1 (stereo not given) | 2 | 4

Not all compounds are listed; count on the stated rates, not on these rows.
